# MrgX1 antagonist: human MrgX1 receptor antagonism, primary screen | Q96LB2 | MRGX1-HEK293 calcium flux, Fluo-4, BAM8-22 antagonism; stronger effect = lower value | B-score at 10 µM | hit rate 1.3% among 310,000 | AID 588676;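 active means calcium-response B-score plate-corrected more than 3 library SD below zero, starting fluorescence within 5 deviations, no agonist response on first addition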;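 further: peak minus trough fluorescence over baseline after final BAM8-22 challenge near maximal dose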
# Target sequence (Q96LB2 whole entry, looked up): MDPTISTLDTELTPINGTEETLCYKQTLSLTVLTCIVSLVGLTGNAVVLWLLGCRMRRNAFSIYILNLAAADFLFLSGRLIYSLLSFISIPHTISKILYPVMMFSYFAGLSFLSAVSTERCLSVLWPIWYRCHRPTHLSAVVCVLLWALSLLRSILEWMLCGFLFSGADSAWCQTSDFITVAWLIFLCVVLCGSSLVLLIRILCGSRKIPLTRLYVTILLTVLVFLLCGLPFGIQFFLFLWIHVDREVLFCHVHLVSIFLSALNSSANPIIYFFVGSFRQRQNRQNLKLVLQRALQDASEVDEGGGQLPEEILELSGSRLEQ
# MrgX1 PAM: allosterically activates human MrgX1 receptor signaling; AID 588675; MrgX1-HEK293, Fluo-4 calcium flux, FDSS; stronger effect = higher value; hit rate 0.63% among 310,000; B-score at 10 µM; Q96LB2;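 active means plate-corrected calcium response at least 3 library SD above typical, normal starting fluorescence, not activating the receptor alone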;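 further: compound read alongside a low EC10 to EC30 dose of BAM8-22 agonist; peak minus trough fluorescence over baseline measured at the second addition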
# MrgX1 ag: agonists of human MrgX1 receptor | B-score at 10 µM | AID 588627 | Q96LB2 | hit rate 0.44% among 310,000 | MrgX1-HEK293 cells, Fluo-4 calcium fluorescence, agonist mode; stronger effect = higher value;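 active means calcium response B-score plate-corrected fluorescence ratio at least 3 library SD, with starting fluorescence B-score inside 5 SD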
#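 Test system: Stable human MrgX1 HEK293 cell line | Schedule: Overnight plating before 1 h dye loading | Read-out basis: Baseline-normalised fluorescence change ratio, B-scored | Detection: Kinetic calcium dye fluorescence, Fluo-4 NW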
# TRPC4 agonist: opens the mouse TRPC4 cation channel. Q9QUQ5. HEK293 TRPC4beta/mu-opioid, Fluo4 calcium fluorescence; stronger effect = higher value. B-score at 10 µM. hit rate 0.49% among 310,000;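 active means B-score above 5 SD of library B-scores, and initial fluorescence ratio not above library mean plus 5 SD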;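 further: positive B-score marks a calcium rise read as TRPC4 activation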
#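 Incubation: 45 min room-temperature Fluo4 loading, 110 s read / System: HEK293 cells stably co-expressing mouse TRPC4beta and mu-opioid receptor / Signal: Fluo4 fluorescence, kinetic / Control set: buffer (low) and maximal DAMGO (high) / Measure: integrated baseline-normalised fluorescence ratio, converted to per-well B score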
# TRPC4 block: blocks the mouse TRPC4 cation channel; HEK293 TRPC4beta/mu-opioid, DAMGO-evoked Fluo4 calcium flux; stronger effect = lower value; B-score at 10 µM; hit rate 0.39% among 300,000;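 active means B-score over 3 SD under the library average, no early fluorescence shift, positive overall ratio signal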
#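 Assay system: HEK293 cells with stable TRPC4beta plus mu-opioid receptor expression; Probe or stimulus: DAMGO in two steps, submaximal then maximal; Dosing: single-point compound dosing; Measured by: Fluo4 calcium-dye fluorescence, kinetic read; Read-out basis: B score from integrated Fluo4 fluorescence ratio.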
# TMEM16A inh: mouse TMEM16A channel inhibition, primary screen. HEK293 TMEM16A/YFP iodide influx fluorescence, ionomycin. normalized B-score (activity score, 25-100; higher = stronger inhibition) at 10 µM. hit rate 1.2% among 310,000. AID 588511;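 active means ratio plate-corrected score three or more library SD toward inhibition, starting fluorescence score within five deviations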;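 further: score derived from kinetic fluorescence span divided by baseline fluorescence per well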
# TRPC6 inhibitor: blocks the mouse TRPC6 cation channel | Q61143 | HEK293-TRPC6, membrane potential dye, ACh-evoked depolarization; stronger effect = lower value | B-score at 10 µM | AID 2553 | hit rate 1.1% among 310,000;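 active means B-score under library mean minus 3 SD, initial fluorescence not abnormally high, positive integrated signal ratio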;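 further: B-score derived from integrated fluorescence ratio over the kinetic read; more negative B-score means stronger inhibition of depolarization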
# SKKanGAS inh: blocks kanamycin growth of S. pyogenes SKKanGAS strain | BacTiter-Glo, 6 h | inhibition, % at 7.5 µM | hit rate 1.3% among 300,000 | AID 1662;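 active means mean replicate score, as percent of positive control median, at least 50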;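 further: strain carries kanamycin resistance gene driven by streptokinase promoter and grows in 40 µg/ml kanamycin; loss of luminescence reflects streptokinase promoter inhibition or plain growth inhibition; 0% = median of DMSO wells and 100% = positive control at its reference dose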
# TRPC4 potent: TRPC4 (mouse) allosteric potentiation | B-score at 10 µM | HEK293 TRPC4beta/mu-opioid, DAMGO EC20, Fluo-4 Ca2+ flux; stronger effect = higher value | hit rate 0.42% among 310,000;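 active means B-score of calcium response area above 5 SD of library B-scores, with initial fluorescence ratio within 5 SD of library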;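 further: B-score of integrated fluorescence ratio over time as area under calcium response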
# TRPC6 act: mouse TRPC6 channel activation. hit rate 0.13% among 310,000. B-score at 10 µM. HEK293-TRPC6 membrane potential dye fluorescence; stronger effect = higher value;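 active means B-score of the integrated fluorescence ratio above library mean plus 3 SD, and starting fluorescence ratio within library mean plus 5 SD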;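 further: higher score means more depolarization so channel activation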
# TMEM16A act: mouse TMEM16A channel activation, primary screen | hit rate 0.3% among 340,000 | AID 623877 | HEK293 TMEM16A/YFP-H148Q/I152L, iodide quench fluorescence; stronger effect = lower value | B-score at 10 µM | Q8BHY3;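 active means fluorescence-ratio B-score plate-corrected deviation score at least 3 library SD below zero, with starting fluorescence score within 5 deviations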;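 further: channel opened by trigger with iodide after compound preincubation; score built on the fluorescence ratio of max minus min over baseline; more negative score means more quench and so TMEM16A activation or potentiation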
# Starred values were filed as active, the others as inactive; i = inactive; nt = no result given.
SMILES,MrgX1 antagonist,MrgX1 PAM,MrgX1 ag,TRPC4 agonist,TRPC4 block,TMEM16A inh,TRPC6 inhibitor,SKKanGAS inh,TRPC4 potent,TRPC6 act,TMEM16A act
Cc1cc([N+](=O)[O-])ccc1NC(=O)CSc1nncn1-c1ccccn1,i,i,i,i,i,i,-5.8*,-2,i,i,i
COc1ccc2nc(NC(=O)CSC(C)C(=O)Nc3cc(C)on3)sc2c1 (stereo not given),i,i,i,i,i,i,i,15,i,i,i
O=C(Nc1cc([N+](=O)[O-])ccc1Cl)c1ccc2c(c1)OCO2,i,i,i,i,i,i,i,11,i,i,i
O=C(Nc1ccccc1O)C(c1ccccc1)c1ccccc1,-5.1*,i,i,i,i,i,i,18,i,i,i
CCN(CCn1cccn1)C(=O)CCc1nnc(CCc2ccccc2OC)o1,i,i,i,i,i,i,i,-13,i,i,i
O=S(=O)(NC1CCCC1)c1ccccc1Cl,i,i,i,i,i,i,i,2,i,i,i
Cc1ccc(CSCC(=O)Nc2ccccc2C(=O)O)cc1,i,i,i,i,i,i,i,5,i,i,i
Cc1cccc(NC(=S)NC(=O)/C=C/c2ccccc2)n1,i,i,i,i,i,i,i,-5,i,i,i
Nc1ccccc1C(=O)NCc1ccccc1,i,i,i,i,i,i,i,4,i,i,i
Cc1ccccc1CN1CCC(n2nccc2NC(=O)c2ccc3c(c2)OCO3)CC1,i,i,i,i,i,i,i,-1,i,i,i
CC(C)CCn1c(NCCc2ccccc2)nc2c1c(=O)n(C)c(=O)n2C,i,i,i,i,i,i,i,-5,i,i,i
CCN1CCc2c(sc(NC(=O)C3COc4ccccc4O3)c2C(N)=O)C1 (stereo not given),i,i,i,i,i,i,i,1,i,i,i
COc1cc(/C=N/NC(=O)c2cccc([N+](=O)[O-])c2)ccc1O,i,i,i,i,i,i,i,-11,i,i,i
COC(=O)C1=C(C)N(Cc2ccc(C)cc2)C(=O)/C1=C\c1cc(OC)c(OC)c(OC)c1,i,i,i,i,i,i,i,1,i,i,i
Cc1c(Cl)cccc1NC(=S)NCCc1ccc(F)cc1,i,i,i,i,i,i,i,12,i,i,i
CN(C)c1ccc(/C=C2\SC(N3CCCCC3)=NC2=O)cc1,i,i,i,i,i,i,-5.3*,-7,i,i,i
CC(C)N(Cc1cc2ccccc2[nH]c1=O)C(=O)c1cccnc1,i,i,i,i,i,i,i,1,i,i,i
O=C(N/N=C\c1ccc(Cl)cc1)c1sccc1-n1cccc1,i,i,i,i,i,i,i,-18,i,i,i
CN(c1ccccc1C(=O)Nc1ccc2c(c1)OCO2)S(C)(=O)=O,i,i,i,i,i,i,i,0,i,i,i
COc1ccccc1NS(=O)(=O)c1cccc(C(=O)N/N=C/c2ccc(N3CCOCC3)cc2)c1,i,i,i,i,i,i,i,-6,i,i,i
Nc1nc(SCC(=O)Nc2ccc(Cl)cc2)[nH]c(=O)c1-c1ccccc1,i,i,i,i,i,i,i,12,i,i,i
C=CCn1c(CCNC(=O)c2cccs2)nnc1SCC(=O)Nc1cccc(F)c1,i,i,i,i,i,i,i,-3,i,i,i
CCc1nnc(NS(=O)(=O)c2ccc(NC(=O)c3ccccc3C)cc2)s1,i,i,i,i,i,i,i,3,i,i,i
CC(=O)c1c(N)[nH]c(-c2ccccc2)nc1=S,i,i,i,i,i,i,i,4,i,i,i
O=C(c1cncc(Br)c1)N1CCN(c2ccc([N+](=O)[O-])cc2)CC1,i,i,i,i,i,i,i,-4,i,i,i
# Additional results.
SMILES,MrgX1 antagonist,MrgX1 PAM,MrgX1 ag,TRPC4 agonist,TRPC4 block,TMEM16A inh,TRPC6 inhibitor,SKKanGAS inh,TRPC4 potent,TRPC6 act,TMEM16A act
O=C(CSc1nc(=O)n(CCCN2CCOCC2)c2c1CCCC2)Nc1ccc(F)c(F)c1,i,i,i,i,i,i,i,7,i,i,i
S=C(NCc1ccccc1)Nc1cccc(Cl)c1,i,i,i,i,i,i,i,4,i,i,i
O=C(O)c1ccc(NS(=O)(=O)c2ccc(Cl)c(C(=O)Nc3ccccc3[N+](=O)[O-])c2)cc1,i,i,i,i,i,i,i,7,i,i,i
CNC(=O)COC(=O)c1cc2c(C)nn(-c3ccc(F)cc3)c2s1,i,i,i,i,i,i,i,3,i,i,i
CC(=C/c1ccccc1)/C=N/NC(=O)CSc1nc(C)cc(C)n1,i,i,i,i,i,i,i,-6,i,i,i
COc1ccc(/C=C(/NC(=O)c2ccc(OC)c(OC)c2)C(=O)NCCc2c[nH]c3ccccc23)cc1,i,i,i,i,i,i,i,1,i,i,i
O=C(CCCl)N1CCN(c2nc(-c3ccccc3)cs2)CC1,i,i,i,i,i,i,i,-4,i,i,i
CCN1CCN(c2ccc(N3CCN(S(=O)(=O)c4cc([N+](=O)[O-])ccc4C)CC3)nn2)CC1,i,i,i,i,i,i,i,-3,i,i,i
COC(C[C@H](O)C[C@H](O)COCc1ccccc1)OC,nt,nt,nt,i,i,nt,i,-1,i,i,i
CCCCn1nc2cc(C(=O)N[C@H](C)C3CCCCC3)ccc2c1OCC,i,i,i,i,i,i,i,4,i,i,i
CSc1ccc(CCNC(=O)CN2C(=O)c3cccnc3Oc3ccc(C)cc32)cc1,i,i,i,i,i,i,i,11,i,i,i
CC(C)(C)c1cc(C(=O)NCc2cccnc2)ccn1,i,i,i,i,i,i,i,5,i,i,i
O=C(O)c1ccc(S(=O)(=O)c2ccc3c(c2)C(=O)N(NC(=O)c2ccc(O)cc2)C3=O)cc1,i,i,i,i,i,i,i,-10,i,i,i
Cc1cccc(N(C(=O)CCC(=O)Nc2cccnc2)C(C(=O)NC2CCCC2)c2ccncc2)c1 (stereo not given),i,i,i,i,i,i,i,-1,i,i,i
O=C(CCNC(=O)c1ccco1)NCc1ccccc1,i,i,i,i,i,i,i,-2,i,i,i
CC(NC(=O)CC(c1ccccc1)c1cc(Cl)ccc1O)c1ccccc1 (stereo not given),i,i,i,i,i,i,i,19,i,i,i
CC(C)CC(NC(=O)C1CCC(C)CC1)C(=O)NCc1ccccn1 (stereo not given),i,i,i,i,i,i,i,-1,i,i,i
CCOC(=O)N/N=C/c1ccc(F)cc1F,i,i,i,i,i,i,i,0,i,i,i
COc1ccc(CNC(=O)[C@@H](C)NC(=O)[C@@H]2Cc3ccccc3CN2)cc1,i,i,i,i,i,i,i,6,i,i,i
COC(=O)CN1C(=O)[C@H]2[C@@H](C3CC3)N3C(=O)CN(Cc4ccc(-c5ccccc5)cc4)C(=O)[C@@]3(Cc3ccccc3)[C@H]2C1=O,i,i,i,i,i,i,i,5,i,i,i
COc1ccc(-c2cn(Cc3ccc(C(N)=O)cc3)c(-c3ccncc3)n2)cc1,i,i,i,nt,nt,i,nt,nt,nt,nt,i
O=C(COC(=O)c1ccc(Cl)c(S(=O)(=O)N2CCCC2)c1)NCc1cccs1,i,i,i,i,i,i,i,-5,i,i,i
S=c1[nH]nc(C2(c3ccccc3)CCCC2)o1,i,i,i,i,i,i,i,3,i,i,i
CCOC(=O)c1c(C)c(C(=O)NCCCOC(C)C)c(C)n1C,i,i,i,i,i,i,i,2,i,i,i
COc1cc(/C=N/NC(=O)c2cc(-c3c(C)nn(-c4ccccc4)c3C)n[nH]2)ccc1O,i,i,i,i,i,i,i,87*,i,i,i
# Later entries
SMILES,MrgX1 antagonist,MrgX1 PAM,MrgX1 ag,TRPC4 agonist,TRPC4 block,TMEM16A inh,TRPC6 inhibitor,SKKanGAS inh,TRPC4 potent,TRPC6 act,TMEM16A act
CCCN(CCO)Cc1cccc(Oc2ccccc2)c1,i,i,i,i,i,i,i,-3,i,i,i
NC(=O)c1ccc[n+]([C@H]2O[C@@H](COP(=O)([O-])OP(=O)(O)OC[C@H]3O[C@@H](n4cnc5c(N)ncnc54)[C@H](O)[C@@H]3O)[C@H](O)[C@@H]2O)c1,i,i,34*,nt,nt,i,nt,nt,nt,nt,i
COc1ccc(Cl)cc1Nc1nc(NCCO)nc(N2CCCC2)n1,i,i,i,i,i,i,i,-3,i,i,i
O=C(Nc1cccc2ccccc12)OC1C=CS(=O)(=O)C1 (stereo not given),i,i,i,i,i,i,i,-11,i,i,i
COc1cc(NC(=O)c2ccnn2C)c(OC)cc1Cl,i,i,i,i,i,i,i,1,i,i,i
COc1ccc(Oc2nc3ccccc3nc2C(F)(F)F)cc1,i,i,i,i,i,i,i,-10,i,i,i
N#C/C(=C\c1ccc(OCc2ccc(C(=O)O)cc2)cc1)C(=O)N1CCOCC1,i,i,i,i,i,i,i,0,i,i,i
Cc1cc(C)n2c(SCC(=O)N(C)C3CCS(=O)(=O)C3)nnc2n1 (stereo not given),i,i,i,i,i,i,i,0,i,i,i
COc1ccc(NC(=O)CSc2nc(N)c(-c3ccccc3)c(=O)[nH]2)cc1,i,i,i,i,i,i,i,-12,i,i,i
COc1ccccc1NC(=S)N(c1ccccc1)C(C)C,i,i,i,i,i,i,i,-14,i,i,i
CCCC(c1c(C)n(C)n(-c2ccccc2)c1=O)c1c(C)n(C)n(-c2ccccc2)c1=O,i,i,i,i,i,i,i,-2,i,i,i
CC(=O)N1c2ccc(S(=O)(=O)NCC3CCC(C(=O)Nc4cc(C)ccn4)CC3)cc2CC1C (stereo not given),i,i,i,i,i,i,i,10,i,i,i
Cc1cc(CNC(=O)C2CCC(=O)N(CCc3cccc(F)c3)C2)on1 (stereo not given),i,i,i,i,i,i,i,-3,i,i,i
COc1ccc(OC)c(CCNC(=O)CCc2nnc3ccc(N4CCCCC4)nn23)c1,i,i,i,i,i,i,i,-1,i,i,i
Nc1cc(-c2ccc(Cl)cc2)nn1S(=O)(=O)c1ccc(Cl)cc1,i,i,i,i,i,i,i,5,i,i,i
COCCn1c(-c2ccc(Br)cc2)nc2oc3cc(OC)ccc3c(=O)c2c1=O,i,i,i,i,i,i,i,3,i,i,i
COC(=O)C1=C(C)NC(=O)NC1C1CC=CCC1 (stereo not given),i,i,i,i,i,i,i,0,i,i,i
CCN(CC)CCNS(=O)(=O)c1ccc(/C=C/C(=O)O)cc1,i,i,i,i,i,i,i,9,i,i,i
